# M1 PAM parental – nonselective calcium activators in parental CHO-K1 cells, primary screen, counter-screen for M1 PAM project, cell-based, Fluo-8 calcium fluorescence, full deck, 1536-well; activation, % at 3 µM; 360,000 compounds, 0.02% hits; ATP EC20; 0% at ATP EC20, 100% at ATP max;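 active = activation above the run cutoff, the mean activation of all test compounds plus 3 SD, cut at about 40% in these data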;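 note: peak over basal fluorescence ratio in a 140 s read after ATP addition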
# M4 antag – human M4 muscarinic receptor antagonists, primary screen, CHO cells, Fluo-8 calcium fluorescence. inhibition, % at 3 µM. CHO-hM4 cells, ACh EC80. Muscarinic acetylcholine receptor M4 (Homo sapiens), P08173. 360,000 compounds, 0.73% hits. AID 624125, 2012;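 active = inhibition above its plate's cutoff, the mean inhibition of sample wells plus 3 SD, cut at about 27% in these data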;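 note: 0% = acetylcholine EC80 with DMSO and 100% = DMSO without agonist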
# Target sequence (P08173 whole entry, looked up): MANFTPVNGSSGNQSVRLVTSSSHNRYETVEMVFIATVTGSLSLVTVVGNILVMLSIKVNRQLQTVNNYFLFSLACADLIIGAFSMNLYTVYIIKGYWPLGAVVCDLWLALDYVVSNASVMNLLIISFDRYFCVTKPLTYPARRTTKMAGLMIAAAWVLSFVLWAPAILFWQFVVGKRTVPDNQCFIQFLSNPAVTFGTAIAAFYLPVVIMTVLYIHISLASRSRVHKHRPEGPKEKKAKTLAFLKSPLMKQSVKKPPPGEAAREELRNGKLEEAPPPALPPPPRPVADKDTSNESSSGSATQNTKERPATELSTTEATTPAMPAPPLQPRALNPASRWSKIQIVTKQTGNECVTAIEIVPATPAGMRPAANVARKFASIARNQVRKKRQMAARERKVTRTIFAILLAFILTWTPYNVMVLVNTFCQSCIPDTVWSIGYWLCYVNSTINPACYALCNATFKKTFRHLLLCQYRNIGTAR
# CHO-K1 Ca antag – counter-screen for M1 antagonists: effect in parental CHO-K1 cells. ATP-induced calcium, Fluo-8 fluorescence. inhibition, % at 3 µM. 360,000 compounds, 0.6% hits. AID 602250;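 active = inhibition above a per-plate cutoff, the plate's mean sample inhibition plus 3 SD, cut at about 24% in these data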;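 note: 0% = DMSO plus EC80 ATP and 100% = DMSO alone without ATP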
# M4 ag – human M4 muscarinic receptor agonists, primary screen, CHO-K1 cells, Fluo-8 calcium fluorescence; activation, % at 3 µM; Muscarinic acetylcholine receptor M4 (Homo sapiens), P08173; CHO-K1 hM4/Gqi5; vehicle 0%, full acetylcholine response 100%; AID 624127, 2012; 360,000 compounds, 0.14% hits;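 active = activation above the run mean over all test wells plus 3 SD, cut at about 32% in these data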;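 note: peak over basal fluorescence ratio per well then scaled between controls; 0% = DMSO wells and 100% = acetylcholine at EC100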
# M4 PAM – human M4 muscarinic receptor positive allosteric modulators, primary screen, CHO-K1 cells, Fluo-8 calcium fluorescence; Muscarinic acetylcholine receptor M4 (Homo sapiens), P08173; CHO-K1 hM4/Gqi5, ACh EC20; 0% = ACh EC20, 100% = maximal ACh; activation, % at 3 µM; 360,000 compounds, 0.4% hits;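 active = activation above its plate's cutoff, the mean activation of sample wells plus 3 SD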; note: some results filed as inactive read as strong as hits
# M5 ag – human M5 muscarinic receptor agonists, primary screen, CHO-K1 cells, Fluo-8 calcium fluorescence. Muscarinic acetylcholine receptor M5 (Homo sapiens), P08912. CHO-K1 hM5 cells; 0% DMSO wells, 100% maximal acetylcholine response. activation, % at 3 µM. 360,000 compounds, 0.19% hits. AID 624037, 2012;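 active = activation above the run's mean over test compounds plus 3 SD, cut at about 23% in these data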;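 note: signal is peak over basal fluorescence ratio across the kinetic read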
# Target sequence (P08912 whole entry, looked up): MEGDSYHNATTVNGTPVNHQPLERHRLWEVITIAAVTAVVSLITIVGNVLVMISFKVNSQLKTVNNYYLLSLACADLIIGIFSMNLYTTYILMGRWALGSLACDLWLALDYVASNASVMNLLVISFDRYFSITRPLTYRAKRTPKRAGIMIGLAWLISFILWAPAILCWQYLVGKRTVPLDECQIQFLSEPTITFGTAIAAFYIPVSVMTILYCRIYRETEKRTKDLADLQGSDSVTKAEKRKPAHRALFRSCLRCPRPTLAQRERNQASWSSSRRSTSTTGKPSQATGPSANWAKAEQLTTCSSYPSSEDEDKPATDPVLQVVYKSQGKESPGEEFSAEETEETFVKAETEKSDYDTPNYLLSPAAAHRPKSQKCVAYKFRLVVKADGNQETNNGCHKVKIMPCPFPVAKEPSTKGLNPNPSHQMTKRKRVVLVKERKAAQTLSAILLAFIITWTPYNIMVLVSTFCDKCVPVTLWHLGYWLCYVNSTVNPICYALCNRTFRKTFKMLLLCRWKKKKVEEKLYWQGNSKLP
# M5 PAM – human M5 muscarinic receptor positive allosteric modulators, primary screen, CHO-K1 cells, Fluo-8 calcium fluorescence | activation, % at 3 µM | AID 624038, 2012 | Muscarinic acetylcholine receptor M5 (Homo sapiens), P08912 | 360,000 compounds, 0.3% hits | CHO-K1 hM5, ACh EC20 PAM; 0% = ACh EC20, 100% = ACh EC100;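 active = activation above the run cutoff, the mean activation of all test compounds plus 3 SD, cut at about 18% in these data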
#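 System – CHO-K1 hM5 cells · Compound – 3 µM, single dose · Incubation – compound preincubation 140 s before EC20 acetylcholine addition · Technique – Fluo-8 calcium fluorescence · Measure – Max/basal fluorescence ratio as % of EC20–EC100 ACh window · Benchmarks – low control EC20 acetylcholine (0%), high control EC100 acetylcholine (100%) · Replication – singlicate, one well per test compound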
# CHRM5 antagonist – human M5 muscarinic receptor antagonists, primary screen, CHO cells, Fluo-8 calcium fluorescence. Muscarinic acetylcholine receptor M5 (Homo sapiens), P08912. CHO-hM5 cells, ACh EC80. inhibition, % at 3 µM. 360,000 compounds, 0.59% hits. AID 624040, 2012;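 active = inhibition above a per-plate cutoff, the mean of that plate's test compounds plus 3 SD, cut at about 27% in these data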;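 note: 0% = acetylcholine EC80 with DMSO and 100% = DMSO without agonist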
# CHO-K1 Ca ag – counter-screen for M1 agonists: effect in parental CHO-K1 cells; Fluo-8 calcium fluorescence; scaled to maximal ATP response, vehicle zero; activation, % at 3 µM; 360,000 compounds, 0.48% hits; AID 602248, 2012; in the data active = activation above about 15%;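 note: untransfected CHO-K1 host cells lacking M1 receptor as counterscreen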
# * hit, by the source's call.
Structure	M1 PAM parental	CHO-K1 Ca ag	CHO-K1 Ca antag	CHRM5 antagonist	M4 PAM	M4 ag	M5 ag	M5 PAM	M4 antag
COc1cc(OC)cc(C(=O)NCC2CCCN(C(=O)c3oc(C)cc3C)C2)c1 (centres undefined)	-13	6.8	13	8	-3	0	-1	-1	8
COc1ccc(-n2c(SCC(=O)Nc3ccc4c(c3)OCO4)nc3c(c2=O)SCC3)cc1	20	0.6	3	4	8	1	0	-2	-20
Cc1cc2cc(CNC(=O)Nc3ccccc3)ccc2n1C	16	11	8	11	-13	3	2	-2	23
COc1ccc(C2c3cc(OC)c(OC)cc3CCN2S(C)(=O)=O)cc1OC (centres undefined)	14	-0.2	-1	-12	4	2	4	7	-2
COc1ccc(NC(=O)COc2ccc(N(C)S(=O)(=O)c3ccc(C)cc3)cc2)cc1	15	4.0	-1	16	-9	6	0	-16	-21
COc1cccc(CN2CCNC(=O)C2CC(=O)NC2CCCC2)c1OC (centres undefined)	6	0.6	-5	0	14	1	-3	-2	-1
O=C(Oc1ccccc1Cl)c1ccccc1P(=O)(O)O	15	1.6	-5	4	5	0	-2	-4	-2
COC(=O)C1=C(C)N(Cc2ccccc2)C(=NCc2cc(OC)c(OC)c(OC)c2)N[C@H]1CCc1ccccc1	25	1.8	-12	7	6	1	-9	7	9
O=c1[nH]cnc2c1ncn2[C@@H]1O[C@H](CO)[C@@H](O)[C@H]1O	-1	-0.4	11	-2	-1	1	0	5	-8
COC(=O)CN1CCN(C(=O)c2ccc(F)cc2)c2ccccc2C1	15	-0.1	-2	-3	5	0	-1	-1	-8
O=C(NC(=S)Nc1ccc(F)cc1)c1ccc2c(c1)OCCO2	-6	4.0	9	3	2	11	1	-3	11
COc1ccc(C(=O)Nc2nc(N)n(-c3ccccc3)n2)cc1	28	0.9	-10	3	8	0	-3	-4	1
Cc1nc(CN2CCN(C(=O)NC3(c4ccccc4)CC3)CC2)cs1	11	0.5	-8	2	2	1	-5	7	5
COCCN(C(=O)COC(=O)CCCc1c[nH]c2ccccc12)c1c(N)n(Cc2ccccc2)c(=O)[nH]c1=O	-9	0.3	-11	0	11	0	3	3	-16
O=C(NC1=NCCS1)c1ccc(Cl)s1	0	-0.3	4	-10	9	0	0	3	2
COc1cc(/C=C/C(=O)O)cc(S(=O)(=O)Nc2ccc3c(c2)OCO3)c1OC	10	1.7	-11	3	-1	3	6	9	-1
COc1ccc2c(c1)CCc1c(C(=O)NC3CCCCC3)noc1-2	6	0.7	-9	6	9	1	2	-4	11
O=C(Nc1ccc2c(c1)[nH]c(=O)c1ccccc12)C(F)(F)F	-1	0.6	-7	1	-2	4	3	0	-6
Cc1ccc(/C=N/N2C(=S)SC(C)(C)C2N(O)C(=O)Nc2ccc([N+](=O)[O-])cc2)cc1 (centres undefined)	9	4.9	4	1	-9	8	0	-14	-13
CCOC(=O)c1c(C)[nH]c(C2=NNC(=NC(C)COC)SC2)c1C (centres undefined)	-4	0.2	-12	3	-1	1	-5	11	-15
CC1(C)CC(=O)C=C(NCc2ccccc2)C1	6	-0.3	-6	-2	4	0	0	-2	-5
OCCCN1CCN(CCCOc2ccccc2-c2ccccc2)CC1	4	0.1	0	0	-9	1	-4	-1	18
O=C(CN=C1NS(=O)(=O)c2ccccc21)OCC(=O)c1ccccc1	5	11	-5	-2	-5	0	1	5	-1
CC1(C)SCC2C(=O)N3C(CSC3(C)C)C(=O)N21 (centres undefined)	25	1.2	-10	-2	-7	0	1	2	9
O=C(CNC(=O)c1ccco1)NCC(=O)OCc1c(F)cccc1Cl	-20	0.0	5	5	-4	0	-1	-3	9
COC(=O)c1cc(S(=O)(=O)N2CCCCC2)c[nH]1	13	1.8	-13	8	10	1	-3	-1	-9
O=C(CCCCCCCC(=O)NNC(=O)Nc1ccccc1)NNC(=O)Nc1ccccc1	-1	0.2	3	-4	5	0	1	0	1
CNC(=O)c1c(NC(=O)c2ccc(N3C(=O)CCC3=O)cc2)sc2c1CCC(C)C2 (centres undefined)	-15	0.9	3	12	-4	2	-4	0	5
O=C(c1ccc2c(c1)OCO2)N1CCOCC1	17	0.1	-9	8	9	0	1	-3	6
COc1ccc(NC(=S)N2CCN(S(=O)(=O)c3ccc(OC)cc3)CC2)cc1	-9	1.5	-6	0	-1	3	-6	-5	-15
Cn1c(=S)[nH]c(=O)c2ncc(=O)[nH]c21	2	-0.2	-1	13	-4	0	-1	-3	3
Nc1nnc(CCS(=O)(=O)c2ccc(Br)cc2)s1	16	1.4	-19	3	-3	0	-2	4	-1
COc1ccc(C2Nc3ccccc3NC3=C2C(=O)CC(C)(C)C3)cc1 (centres undefined)	11	0.5	-9	5	9	2	-3	0	-7
Cc1c2ccccc2c(C)c2c1ccc1ccccc12	12	0.3	-7	4	-2	1	0	-4	-6
C/C(N)=C(/C#N)C(=O)CSc1nc2ccccc2c(=O)n1CCCOC(C)C	16	2.1	-7	-10	-4	5	2	0	-7
Cc1cc(=O)[nH]c(SCC(=O)c2ccc(C(C)C)cc2)n1	-9	2.3	7	-1	-2	9	-1	-7	-16
O=C(CC(NC(=O)OCc1ccccc1)C(=O)OCc1ccccc1)OCc1ccccc1 (centres undefined)	-1	1.4	8	19	-8	8	-3	-10	28*
COC1=C/C(=C/c2c(N)n3c(nc2=O)sc2cc(S(C)(=O)=O)ccc23)C=CC1=O	12	3.3	-3	2	0	1	3	2	-4
COc1ccc(C(CC(=O)O)NC(=O)c2ccco2)cc1 (centres undefined)	0	-0.1	-3	-1	-1	0	3	4	14
CC(=O)Nc1ccc(NC(=O)COC(=O)Cn2cnc3ccccc32)cc1	-11	-0.1	5	7	-1	0	2	1	9
NC(=O)C1CCN(c2ncnc3c2c(-c2ccccc2)cn3-c2ccccc2)CC1	3	1.1	3	-1	1	9	3	-6	-13
O=C(CSc1nnc2c(n1)[nH]c1ccccc12)NC1CCCCC1	7	0.6	-15	11	-2	2	-2	-4	1
Cc1ccc2nc(N(CCN3CCOCC3)C(=O)CCS(=O)(=O)c3ccccc3)sc2c1	12	0.3	-3	-1	9	0	-5	4	-11
Cc1cc(Cl)ccc1NNC(=O)CCc1ccccc1	-16	0.8	10	-8	-5	1	1	7	-5
CC1(C)CC(=O)C=C(Nc2cccc(F)c2)C1	-1	1.0	0	7	1	0	-1	0	1
CC(C)(CNC(=O)c1ccccc1F)CNC(=O)c1ccccc1F	9	1.8	-1	-3	-5	2	3	5	-17
CN(Cc1nnc(-c2ccc(F)cc2)o1)c1ccccc1	-9	0.0	-9	12	-3	1	-4	-2	-3
COc1cc(CNC(=O)C2CCC(=O)N(C3CCCCCC3)C2)cc(OC)c1 (centres undefined)	-2	0.3	-6	8	-3	1	-1	-3	4
FC(F)(F)c1ccc(-c2cccc3c2C2CC3CCN2Cc2ccc3c(c2)OCO3)cc1 (centres undefined)	8	0.1	4	-2	5	0	3	4	-4
CCOc1ccc(S(=O)(=O)NCc2cccnc2)cc1C	-10	0.2	3	3	11	2	-2	-6	-2
Cc1ccc(S(=O)(=O)/N=C2/C=C(C3C(=O)CC(C)(C)CC3=O)C(=O)c3ccccc32)cc1	13	1.8	0	4	3	7	1	-7	5
O=C(CSc1nc2ccccc2c(=O)n1-c1ccc(F)c(Cl)c1)Nc1cccc(S(=O)(=O)N2CCOCC2)c1	-3	0.2	-2	-1	-5	2	0	-5	-2
CCOC(=O)C1CCCN(C(=O)c2cccc3ccccc23)CC1 (centres undefined)	2	1.2	-13	0	-3	2	1	-3	-9
CCC(=O)Nc1ccc(OCc2nnc3c4ccccc4c(C)nn23)cc1	19	1.6	-20	3	-5	4	0	2	4
CC(C)CCOC(=O)C1C(c2ccccc2)C(C(=O)O)C1c1ccccc1 (centres undefined)	-3	-0.1	-1	1	7	1	-3	2	0
CN(C)c1ccc([N+](=O)[O-])cc1C(=O)O	-7	0.0	3	0	-3	1	1	-7	4
CC1CCC2(CC1)NC(=O)N(CC(=O)Nc1ccc(N3CCCCC3)cc1)C2=O (centres undefined)	14	1.5	8	1	2	0	0	2	2
COc1ccc(S(=O)(=O)N2CCN(CC(=O)c3[nH]c(C)c(C(C)=O)c3C)CC2)cc1OC	10	-0.3	-6	10	2	2	0	5	4
Cc1ccc(C)c(OCC(=O)O/N=C(\N)c2cccnc2)c1	20	2.6	-7	5	-19	2	0	3	-5
CCCCSc1nc(O)c(C2OC(=O)c3c2ccc(OC)c3OC)c(=O)n1C (centres undefined)	17	0.2	-9	-4	4	1	-3	2	-5

# The list goes on; it opens with the two that closed the last part.
Structure	M1 PAM parental	CHO-K1 Ca ag	CHO-K1 Ca antag	CHRM5 antagonist	M4 PAM	M4 ag	M5 ag	M5 PAM	M4 antag
Cc1ccc(C)c(OCC(=O)O/N=C(\N)c2cccnc2)c1	20	2.6	-7	5	-19	2	0	3	-5
CCCCSc1nc(O)c(C2OC(=O)c3c2ccc(OC)c3OC)c(=O)n1C (centres undefined)	17	0.2	-9	-4	4	1	-3	2	-5
CCOC(=O)/C=C(\C)Sc1cc(O)c2ccccc2c1O	-7	2.0	-1	18	-4	1	-2	-8	14
O=c1c([N+](=O)[O-])cn(Cc2ccccc2)c(=O)n1Cc1ccccc1	7	-0.2	-10	7	-1	2	-7	3	5
CC1CCN(Cc2nc(Cl)c3c4c(sc3n2)CCC4)CC1	11	1.2	-15	2	-8	1	-5	1	5
O=C(NC1CC1)c1cccc(NC(=O)C2CCN(S(=O)(=O)c3cccc(C(F)(F)F)c3)CC2)c1	-2	0.2	-8	9	8	3	1	-4	-1
CCN(CC)CCn1c2ccccc2c(=O)c2c(O)ccc(O)c21	-8	0.1	-3	8	-1	1	-2	8	-1
Cc1cc(C)n(-c2ncnc3sc4c(c23)CCCC4)n1	6	-0.2	-10	5	-1	0	-5	-2	0
CCC1CCCCN1S(=O)(=O)c1ccc(C(=O)Nc2nnc(C3CC3)o2)cc1 (centres undefined)	10	1.8	-2	-3	-4	0	0	4	2
CCCS(=O)(=O)NC(=O)C1(C)CCN(C(=O)CSc2ccccc2)C1 (centres undefined)	-5	-0.5	-7	-6	-3	1	-1	-2	-11
CC(C)(O)C#Cc1ccc(C(=O)NCc2cccs2)s1	12	0.1	-2	-17	0	2	5	6	0
O=C(CC1SC(=O)N(c2ccccc2)C1=O)Nc1ccccc1 (centres undefined)	20	1.6	-11	-3	5	1	-1	2	-1
O=C1CCC/C(=N/Nc2ccc(Cl)cc2)C1	2	-0.2	6	4	-3	2	-2	4	-5
